Screening data deposited in PubChem BioAssay by Southern Research Specialized Biocontainment Screening Center.
influenza NS1A = H1N1 influenza NS1A inhibitors, functional cell based assay (AID 504329) | NS1A functional cell-based assay, percent inhibition; higher % means a stronger effect | inhibition, % at 12.5 µM; hits with a dose series show IC50 in µM | hit rate 0.3% among 340,000; in the data active means a potency from the dose series; inconclusive means inhibition above about 27% without an active follow-up result; further: strong numbers were not always called active
tuberculosis growth = growth inhibition of non-replicating M. tuberculosis (AID 488890) | Mycobacterium tuberculosis non-replicating, growth inhibition; higher % means a stronger effect | hit rate 0.39% among 320,000 | inhibition, % at 25 µM; hits with a dose series show IC50 in µM; in the data active means a potency from the dose series; inconclusive means inhibition mostly from about 82% at the one dose, without a potency; inactive means the rest, 99 in 100 with inhibition below about 76%;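 further: plate controls were DMSO cells for no effect and high antibiotic wells for full effect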
inhibitors of VEEV = inhibitors of VEEV TC-83 cytopathic effect, confirmation, Vero cells (AID 588727). Vero cells, VEEV TC-83 cytopathic effect inhibition; higher % means a stronger effect. inhibition, % at 20 µM, or IC50 in µM where a hit was titrated. hit rate 0.13% among 350,000; in the data active means a potency from the dose series; inconclusive means inhibition mostly from about 14% at the one dose, without a potency; inactive means the rest, 99 in 100 with inhibition below about 12%; further: strong numbers were not always called active
H37Rv inhibition = M. tuberculosis growth inhibition, HTS (AID 449762). hit rate 0.59% among 330,000. one-dose inhibition, % at 25 µM; IC50 in µM for titrated hits. M. tuberculosis H37Rv growth inhibition, 7H9 media; higher % means a stronger effect; in the data active means a potency from the dose series; inconclusive means inhibition above about 70% without an active follow-up result;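 further: bacterial growth assessed after seven days of incubation; strong numbers were not always called active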
Salmonella PhoP GFP = PhoP regulon inhibitors, Salmonella typhi PhoP promoter GFP reporter, confirmatory (AID 1850) | hit rate 0.33% among 310,000 | one-dose inhibition, % at 50 µM; IC50 in µM for titrated hits | Salmonella Typhi PhoP-promoter GFP reporter, fluorescence, 4 h; higher % means a stronger effect; in the data active means a potency from the dose series; inconclusive means inhibition mostly from about 25% at the one dose, without a potency; inactive means the rest, 99 in 100 with inhibition below about 19%;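 further: 0% = induced wells with vehicle and 100% = uninduced wells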
inhibitors of VEEV 10K pilot screen = second read-out of inhibitors of VEEV, no call of its own (marks repeat the call); inhibition, %; measured here: 10K pilot screen inhibition
The depositor's hits bear a star; i = inactive; ? = inconclusive; . = no result given; & = joins results of further samples.

SMILES	influenza NS1A	tuberculosis growth	inhibitors of VEEV	H37Rv inhibition	Salmonella PhoP GFP	others
CCOc1ccc(CN(C)Cc2cc(=O)oc3c(C)c(C)ccc23)cc1OC	-8%	.	i	.	.
Cn1c(CCNC(=O)c2cccs2)n[nH]c1=S	0%	-17%	i	0%	-5%
N/C(=N\OC(=O)Oc1ccccc1)c1ccc(Br)cc1	0%	25%	i	-1%	-5%
N#Cc1ccccc1OCC(=O)NNC(=O)CNC(=O)c1ccc(Br)o1	-5%	-6%	6.1%	-5%	.
CC(C)(C)C1CCC2(CC1)CC(=O)c1ccccc1O2 (stereo unspecified)	-2%	17%	1.0%	1%	-17%
O=C(NN=C(Cc1ccccc1)Cc1ccccc1)c1ccncc1	8%	0.35µM*	i	?	-11%
COC(=O)c1cc(C(C)=O)c(C)[nH]c1=O	-6%	0%	0.6%	-7%	5%
CC(=O)Nc1ccc(NCc2cccs2)cc1	0%	37%	i	3%	-4%
CCN(CC)c1ccc(N2C(=O)C3CCCCC3C2=O)cc1[N+](=O)[O-] (stereo unspecified)	3%	12%	2.7%	-2%	-4%
Cc1ccc(C)c(S(=O)(=O)Nc2ccc(C(=O)N3CCCCC3)cc2)c1	14%	6%	1.5%	0%	-4%
COc1ccccc1N1CCN(C2CCCN(C(=O)c3csc(C)n3)C2)CC1 (stereo unspecified)	11%	-2%	0.7%	2%	-1%
COc1cc2cc(CCCOC(=O)c3ccc4c(c3)OCO4)oc(=O)c2cc1OC	3%	6%	1.7%	7%	.
O=C(NCCCn1ccnc1)c1ccncc1	-8%	4%	i	-18%	-9%
Cc1cc(C)nc(NC(=O)Nc2ccccc2C(F)(F)F)n1	-2%	22%	i	1%	-10%
CC1CCC(NC(=O)c2cccc(S(=O)(=O)N3CCN(c4ccccc4)CC3)c2)CC1 (stereo unspecified)	-7%	-5%	6.1%	-1%	3%
CC(=O)Nc1ccc(S(=O)(=O)c2c(N)n(CCN3CCOCC3)c3nc4ccccc4nc23)cc1	-2%	3%	0.2%	-6%	-6%&5%
CCOC(=O)CC1C(=O)NCCN1S(=O)(=O)c1cccc(C(F)(F)F)c1 (stereo unspecified)	-10%	-2%	1.4%	-1%	6%
CCOc1ccc(NC(=O)N2CCN(Cc3ccc4c(c3)OCO4)CC2)cc1	7%	12%	0.5%	4%	-8%
CC(=O)c1ccccc1NC(=O)COC(=O)c1ccc2c(c1)nc(C)n2-c1ccccc1	.	3%	.	-4%	4%
CCOC(=O)C1CCN(C(=O)Cn2c(=O)c3cccn3c3cccnc32)CC1	-6%	-4%	1.9%	-6%	-1%
O=C1C=CCC(/C=C/c2ccccc2)O1 (stereo unspecified)	.	46%	.	14%	-6%
Cc1noc(C)c1CS(=O)(=O)Cc1ccc(Cl)cc1	.	-14%	2.0%	0%	-10%
N#Cc1c(Oc2ccc3ccccc3c2)sc(C(=O)c2ccccc2)c1N	-1%	2%	?	-3%	-15%
CCOC(=O)C1CCN(C(=O)COC(=O)CNC(=O)c2ccc(C(C)(C)C)cc2)CC1	2%	-7%	2.9%	0%	.
CC(Nc1cccc2ccccc12)C(=O)N/N=C/c1ccccn1 (stereo unspecified)	3%	?	0.5%	47%	3%
O=C(O)c1[nH]nc2c1COc1ccccc1-2	-1%	-6%	1.5%	-7%	-1%
C=CS(=O)(=O)N(Cc1ccccc1)[C@H](CO)CC(C)C	-2%	.	i	.	.
CN1CCN(c2nc3c(c(=O)[nH]2)CCC3)CC1	4%	14%	1.6%	5%	-9%
Cc1ccc(S(=O)(=O)N(C)C)cc1NC(=S)N(C)C1CCN(C)CC1	-20%	-11%	0.8%	12%	-14%
CCCCCCSc1cccc(-c2nc3cc(C)ccn3c2NCc2ccccc2)c1	-13%	11%	i	4%	10%
CC(=O)C1=C(O)C(=O)N(CO)C1c1ccccc1F (stereo unspecified)	-3%	-19%	0.2%	-5%	7%
O=C(COC(=O)c1ccc2ncsc2c1)NCc1ccc(F)cc1	-13%	45%	0.5%	6%	.
C[C@H](CO)N1C[C@H](C)[C@@H](CN(C)Cc2ccncc2)Oc2c(NC(=O)Cc3ccccc3)cccc2C1=O	4%	-4%	0.8%	0%	.
CC(Oc1ccc(Br)cc1)C(=O)Nc1ccncc1 (stereo unspecified)	-4%	68%	0.4%	26%	9%
CC(OC(=O)c1cc(Br)ccc1O)C(=O)Nc1ccc(S(=O)(=O)N2CCCC2)cc1 (stereo unspecified)	-7%	3%	i	1%	2%
COc1ccc2nc(/C=N/NC(=O)[C@H](C)NC(=O)OC(C)(C)C)ccc2c1	.	-9%	.	-1%	0%
Clc1cccc(Cl)c1CNCCCSc1ncccn1	-6%	-12%	i	-3%	-7%
CC(C)Oc1ccccc1OCCCOc1cccc2cccnc12	4%	29%	9.2%	?	-4%
CCN(CC(=O)NCc1cccs1)C(=O)CCOc1ccccc1	-4%	28%	0.3%	8%	.
CC(C(=O)NCc1ccccn1)N1C(=O)c2ccccc2C1=O (stereo unspecified)	-5%	-20%	0.7%	0%	14%
CCOC(=O)/C(C#N)=C/C1=C(N2CCCC2)CC(C)(C)OC1	-2%	-14%	2.5%	5%	8%
CCN(c1ccccc1)S(=O)(=O)c1ccc(C(=O)Nc2nnc(COC)o2)cc1	-16%	16%	10%	-14%	1%
COc1ccc(C(C(=O)NCc2ccc(F)cc2)N(Cc2cccnc2)C(=O)c2snc(C(N)=O)c2N)cc1 (stereo unspecified)	4%	6%	0.7%	11%	8%
CCC1CN(C(=O)NCc2ccccc2)c2cc(Cl)ccc2O1 (stereo unspecified)	-13%	8%	1.8%	14%	6%
Cc1ccc(NC2OC(CO)C(O)C2O)cc1[N+](=O)[O-] (stereo unspecified)	12%	27%	0.4%	?	-6%
Cc1c(C=O)c(=O)n(-c2ccccc2)n1-c1ccccc1	6%	9%	1.2%	0%	0%	inhibitors of VEEV 10K pilot screen=0.7
CCC1CCCCN1C(=O)CN1C(=O)c2ccccc2S1(=O)=O (stereo unspecified)	0%	-19%	0.1%	5%	11%
O=C(Nc1cccc(F)c1)c1cc(S(=O)(=O)N2CCOCC2)cs1	-4%	0%	0.9%	-4%	0%
COc1ccc(S(=O)(=O)c2c(N)n(Cc3ccco3)c3nc4ccccc4nc23)cc1	-16%	12%	0.7%	1%	-3%
Cc1sc2nc(CN(Cc3ccccc3)C(=O)NC3CCCCC3)[nH]c(=O)c2c1C	11%	59%	7.8%	8%	-8%
CN(Cc1ccccc1)c1nc(N)c([N+](=O)[O-])c(Nc2cccc(F)c2)n1	0%	12%	i	-6%	1%
Cc1cc(OCCN2CCOCC2)ccc1C(C)C	-11%	-16%	i	-5%	-5%
O=S(=O)(c1cccc(Br)c1)N1CCN(C(=S)NCC2CCCO2)CC1 (stereo unspecified)	8%	-22%	1.1%	-6%	0%
COc1ccc(CC(=O)O/N=C(\N)c2ccccn2)cc1	1%	-2%	1.9%	0%	5%
COc1cccc(N2CCc3c(C)nc4ccc(Cl)cc4c32)c1	-18%	?	i	48%	-25%
N/C(=N\OC(=O)CC1CCCCC1)c1cccnc1	1%	73%	0.5%	-5%	0%
CCOc1ccc(N2CC(C(=O)NCCc3c[nH]c4ccc(C)cc34)CC2=O)cc1 (stereo unspecified)	11%	16%	1.8%	-3%	8%
C/C(CC(=O)Nc1ccc(F)cc1)=N\NC(=O)Cc1csc(N)n1	-2%	-11%	i	-11%	0%
Cc1ccc(CC(=O)Nc2ccc(S(=O)(=O)Nc3nccc(C)n3)cc2)cc1	-3%	23%	i	7%	2%
CCN(CC)CCCN(Cc1cc2cc(OC)ccc2[nH]c1=O)C(=O)Nc1ccccc1	.	-2%	.	0%	12%

More results
SMILES	influenza NS1A	tuberculosis growth	inhibitors of VEEV	H37Rv inhibition	Salmonella PhoP GFP	others
O=C(Cn1cc(C(F)(F)F)ccc1=O)Nc1cccc(S(=O)(=O)N2CCOCC2)c1	2%	14%	0.0%	6%	-3%
Cc1cc(C)c2c(=O)[nH]c(SCC(=O)Nc3ccc(Br)cc3)nc2n1	8%	16%	2.2%	4%	6%
Nc1cc(=O)[nH]c(SCC(=O)Nc2ccc(S(=O)(=O)N3CCOCC3)cc2)n1	2%	14%	1.4%	3%	4%
Cc1cc(/C=N/NC(=O)c2cccnc2)c(C)n1CC(C)C	-9%	-10%	1.5%	-4%	5%
COc1cc(C(C)=O)ccc1OCC(=O)NC(=O)Nc1ccc(C)cc1C	-2%	10%	i	6%	.
CCOC(=O)C(C)Sc1nnc(CSc2nc3nc(C)cc(C)n3n2)o1 (stereo unspecified)	0%	-12%	3.8%	-6%	-2%
COc1ccc(CC(=O)NCCS(=O)(=O)N2CCN(c3ccccc3)CC2)cc1	-14%	-21%	7.0%	-9%	5%
CC(=O)OC1C2CCC1C(N1CCCC1)CC2 (stereo unspecified)	-4%	0%	i	0%	7%
Cc1nc(C(Cl)(Cl)Cl)nc2[nH]ccc(=O)c12	3%	-6%	3.1%	-4%	9%
COc1ccc(NC(=O)C(CC(=O)O)Cc2ccc(C)cc2)cc1 (stereo unspecified)	5%	-2%	0.1%	6%	-13%
COc1ccc(/C=N/NC(=O)c2ccc(N(C)S(=O)(=O)c3ccccc3)cc2)cc1	9%	10%	2.6%	3%	-4%
COc1ccc(NC(=S)N2CCC(N(C)CCN3CCOCC3)CC2)cc1Cl	-1%	-5%	0.1%	8%	-3%
CN(C)c1ccc(C=Cc2cnccn2)cc1	-10%	.	0.7%	.	.
CCn1c(CCNC(=O)c2ccc(Cl)cc2)n[nH]c1=S	1%	-3%	i	-2%	1%	inhibitors of VEEV 10K pilot screen=3.7
COc1ccc(OC)c(C(=O)COC(=O)c2cc(C)oc2C)c1	10%	34%	i	5%	-3%
CC(C)(C)NCC(=O)c1c[nH]c2ccccc12	1%	-14%	i	-3%	-1%
CC1(C)C2CCC1(C)C(OCCNCCOC(=O)Nc1ccccc1)C2 (stereo unspecified)	-11%	27%	i	3%	4%
CCCC1CC(CSc2ncn[nH]2)OC1=O (stereo unspecified)	-9%	9%	0.0%	-1%	1%
O=C(/C=C/c1ccc(S(=O)(=O)N2CCOCC2)cc1)NC(=S)Nc1ccc(Cl)cc1Cl	-16%	-2%	3.0%	7%	-5%
Cc1occc1-c1nnc(SCc2nc3ccccc3c(=O)n2CC#N)n1C	-3%	-12%	1.7%	-4%	-4%	inhibitors of VEEV 10K pilot screen=0.6
CC(=O)Nc1ccc(N=Nc2c(C)[nH]n(C(N)=S)c2=O)cc1	10%	-8%	1.2%	12%	2%
CC(=O)N1CCC(N(CCN2CCOCC2)C(=S)Nc2cc(C)cc(C)c2)CC1	16%	-5%	0.5%	-1%	12%
CN(c1ccccc1)S(=O)(=O)c1cccc(NC(=O)Cc2ccc(Cl)cc2)c1	-7%	7%	3.6%	-7%	.
Cc1cc(O)c(C(C)C)cc1N=Nc1ccccc1C(=O)O	8%	52%	1.8%	0%	4%

A section of the results above, for reference:
SMILES	influenza NS1A	tuberculosis growth	inhibitors of VEEV	H37Rv inhibition	Salmonella PhoP GFP	others
CC(C)(C)NCC(=O)c1c[nH]c2ccccc12	1%	-14%	i	-3%	-1%
CC1(C)C2CCC1(C)C(OCCNCCOC(=O)Nc1ccccc1)C2 (stereo unspecified)	-11%	27%	i	3%	4%
CCCC1CC(CSc2ncn[nH]2)OC1=O (stereo unspecified)	-9%	9%	0.0%	-1%	1%
O=C(/C=C/c1ccc(S(=O)(=O)N2CCOCC2)cc1)NC(=S)Nc1ccc(Cl)cc1Cl	-16%	-2%	3.0%	7%	-5%
Cc1occc1-c1nnc(SCc2nc3ccccc3c(=O)n2CC#N)n1C	-3%	-12%	1.7%	-4%	-4%	inhibitors of VEEV 10K pilot screen=0.6
CC(=O)Nc1ccc(N=Nc2c(C)[nH]n(C(N)=S)c2=O)cc1	10%	-8%	1.2%	12%	2%
CC(=O)N1CCC(N(CCN2CCOCC2)C(=S)Nc2cc(C)cc(C)c2)CC1	16%	-5%	0.5%	-1%	12%

(cont.)
SMILES	influenza NS1A	tuberculosis growth	inhibitors of VEEV	H37Rv inhibition	Salmonella PhoP GFP	others
O=C(N/N=C/c1c(Cl)cccc1Cl)c1cccc(F)c1	2%	43%	4.2%	20%	9%
COc1ccc(C=O)cc1OC(=O)N1CCOCC1	-4%	-12%	0.3%	2%	-3%
Cc1cc(C)n2nc(C(=O)Nc3ccc4c(c3)CCC4)nc2n1	0%	-16%	1.6%	8%	-17%
COc1ccc(OCC(=O)Nc2cccc(OC)c2)cc1	-6%	?	2.0%	31%	4%
COc1c(O)ccc2c1CN1CCc3cc4c(cc3C1C2)OCO4 (stereo unspecified)	7%	21%	5.9%	-1%	11%
